Assay outcomes deposited in PubChem by several laboratories.
CHRM4 antagonist: antagonists of human muscarinic M4 receptor (CHRM4); AID 624125; inhibition, % at 3 µM; actives 0.73% (n = 360,000); CHO-hM4 cells, ACh EC80, Fluo-8 calcium fluorescence; P08173;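 active means inhibition above its plate's cutoff, the mean inhibition of sample wells plus 3 SD, cut at about 27% in these data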;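 further: 0% = acetylcholine EC80 with DMSO and 100% = DMSO without agonist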
Target sequence (P08173 whole entry, looked up): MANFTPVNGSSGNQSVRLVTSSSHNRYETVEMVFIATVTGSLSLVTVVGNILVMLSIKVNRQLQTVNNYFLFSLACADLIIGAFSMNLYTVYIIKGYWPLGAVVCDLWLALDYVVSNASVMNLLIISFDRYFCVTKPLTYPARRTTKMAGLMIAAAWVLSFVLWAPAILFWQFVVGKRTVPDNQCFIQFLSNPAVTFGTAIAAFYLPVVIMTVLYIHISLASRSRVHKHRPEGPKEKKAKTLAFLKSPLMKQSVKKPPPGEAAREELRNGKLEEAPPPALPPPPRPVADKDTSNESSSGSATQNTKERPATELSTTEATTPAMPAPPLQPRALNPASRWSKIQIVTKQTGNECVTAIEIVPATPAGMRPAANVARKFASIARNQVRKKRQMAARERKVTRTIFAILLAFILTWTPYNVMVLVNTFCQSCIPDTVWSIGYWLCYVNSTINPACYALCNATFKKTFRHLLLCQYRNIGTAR
IDE inh: inhibits human insulin-degrading enzyme in HEK cells; P14735; FAbetaB cleavage, fluorescence polarization; inhibition, % at 5.59 µM; actives 0.41% (n = 320,000); AID 434962;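 active means percent inhibition above the average of all tested compounds plus 3 SD, set per screening campaign, cut at about 16% in these data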;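 further: IDE supplied by intact live HEK cells; FP after avidin binding of uncleaved biotin substrate so inhibition keeps polarization high; 0% = DMSO wells and 100% = 60 µM reference IDE inhibitor Ii1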
CHRM4 agonist: agonists of human muscarinic M4 receptor (CHRM4); actives 0.14% (n = 360,000); activation, % at 3 µM; CHO-K1 hM4/Gqi5, Fluo-8 calcium fluorescence; vehicle 0%, full acetylcholine response 100%;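 active means activation above the run mean over all test wells plus 3 SD, cut at about 32% in these data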;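 further: peak over basal fluorescence ratio per well then scaled between controls; 0% = DMSO wells and 100% = acetylcholine at EC100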
CRFR2-BP antag: blocks CRF-induced signaling of the CRF-BP/CRF-R2 complex | HEK293 CRF-R2/CRF-BP, CRF-induced calcium fluorescence | inhibition, % at 11.8 µM | actives 0.59% (n = 350,000) | AID 588475;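 active means inhibition of the ligand-induced calcium signal above about 50% at the single tested concentration, limit read from the data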
CHRM5 PAM: CHRM5 positive allosteric modulation; P08912; CHO-K1 hM5, Fluo-8 calcium, ACh EC20 PAM; 0% = ACh EC20, 100% = ACh EC100; activation, % at 3 µM; actives 0.3% (n = 360,000);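 active means activation above the run cutoff, the mean activation of all test compounds plus 3 SD, cut at about 18% in these data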
Target sequence (P08912 whole entry, looked up): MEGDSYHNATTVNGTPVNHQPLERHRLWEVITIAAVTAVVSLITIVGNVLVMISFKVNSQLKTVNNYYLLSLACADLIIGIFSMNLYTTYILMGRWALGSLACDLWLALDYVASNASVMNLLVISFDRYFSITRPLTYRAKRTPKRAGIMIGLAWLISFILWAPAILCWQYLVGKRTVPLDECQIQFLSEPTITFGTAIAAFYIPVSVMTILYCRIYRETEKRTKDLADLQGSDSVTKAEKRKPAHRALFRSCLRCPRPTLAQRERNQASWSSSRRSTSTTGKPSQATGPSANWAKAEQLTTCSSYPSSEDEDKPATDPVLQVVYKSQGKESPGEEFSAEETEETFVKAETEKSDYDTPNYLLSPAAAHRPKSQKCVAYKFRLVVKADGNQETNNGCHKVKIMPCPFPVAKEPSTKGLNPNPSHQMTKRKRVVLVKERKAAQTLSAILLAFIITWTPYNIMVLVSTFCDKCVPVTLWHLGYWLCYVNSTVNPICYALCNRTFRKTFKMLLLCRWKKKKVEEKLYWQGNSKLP
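Replicates: One well per compound, no replicates | System: Human M5 receptor in CHO-K1 cells | Benchmarks: Low control EC20 acetylcholine (0%), high control EC100 acetylcholine (100%) | Probe or stimulus: Acetylcholine, EC20 level | Times: Fluo-8 loading 80 min at 37 °C plus 30 min room temperature | Signal: Intracellular calcium via Fluo-8 fluorescence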
CHRM5 antagonist: antagonists of human muscarinic M5 receptor (CHRM5). P08912. CHO-hM5 cells, Fluo-8 calcium fluorescence, ACh EC80. inhibition, % at 3 µM. actives 0.59% (n = 360,000). AID 624040;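 active means inhibition above a per-plate cutoff, the mean of that plate's test compounds plus 3 SD, cut at about 27% in these data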;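 further: 0% = acetylcholine EC80 with DMSO and 100% = DMSO without agonist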
CHRM5 agonist: agonists of human muscarinic M5 receptor (CHRM5); P08912; CHO-K1 hM5 cells, Fluo-8 calcium fluorescence; 0% DMSO wells, 100% maximal acetylcholine response; actives 0.19% (n = 360,000); activation, % at 3 µM;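 active means activation above the run's mean over test compounds plus 3 SD, cut at about 23% in these data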;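 further: signal is peak over basal fluorescence ratio across the kinetic read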
CRFBP-R2 agonist: CRF-BP/CRF-R2 complex agonism. HEK293 CRF-R2/CRF-BP, calcium dye fluorescence (FLIPR); percent of saturating CRF peptide response. activation, % at 13.2 µM. actives 0.46% (n = 350,000). AID 588473;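 active means activation of at least 50%, plus an integration ratio under a set limit after plate pattern correction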;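 further: plate controls were neutral control wells without compound for no effect and CRF at EC100 for full effect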
CHRM4 PAM: positive allosteric modulators of human muscarinic M4 receptor. CHO-K1 hM4/Gqi5, Fluo-8 calcium fluorescence, ACh EC20; 0% = ACh EC20, 100% = maximal ACh. activation, % at 3 µM. actives 0.4% (n = 360,000);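 active means activation above its plate's cutoff, the mean activation of sample wells plus 3 SD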; further: some results filed as inactive read as strong as hits
Active calls of the source: *; / = no result given.

SMILES	CHRM4 antagonist	IDE inh	CHRM4 agonist	CRFR2-BP antag	CHRM5 PAM	CHRM5 antagonist	CHRM5 agonist	CRFBP-R2 agonist	CHRM4 PAM
O=C(COC(=O)/C=C/c1ccc(F)cc1)NC1CC1	-8	3	1	-3	1	-4	1	2.7	2
Cc1nn(C)c(Cl)c1CN1CCN(C2CCCC2)C(CCO)C1 (stereo not given)	11	0	1	2	2	8	-5	-0.8	-4
Cc1csc(SCC(=O)NC(=O)NC(C)C)n1	-8	12	1	18	5	-5	2	-0.4	4
CN1c2ccccc2C(C)(C)C12CC(c1cccc(S(=O)(=O)N3CCCC3)c1)=NO2 (stereo not given)	4	0	1	0	-2	1	-1	1.5	-4
CCCN(C(=O)COC(=O)c1nc2nccc(C)n2n1)C1CCS(=O)(=O)C1 (stereo not given)	5	/	1	-4	0	8	-3	0.9	-5
CCOC(=O)c1oc2ccc(Br)cc2c1NC(=O)CN1CCN(C)CC1	-11	2	4	-1	-3	6	-6	0.5	11
Cc1nn(Cc2ccccc2)c(C)c1C(=O)NCCN1C(=O)S/C(=C\c2ccc(F)cc2)C1=O	-8	12	2	-10	-2	-8	-2	-0.6	8
CC1CCC(NC(=O)COC(=O)c2ccc3ncsc3c2)CC1 (stereo not given)	-4	0	2	-2	2	2	0	-2.8	3
O=C(N=Nc1c(O)[nH]c2ccc([N+](=O)[O-])cc12)c1ccccc1[N+](=O)[O-]	7	-4	2	-1	0	8	-1	-1.1	-6
O=C1OC(c2ccccc2)C2(CCCC2)C(=O)C12CCCC2 (stereo not given)	-7	6	0	-29	-2	4	-1	0.8	5
COc1ccccc1OCCNC(=O)c1cccc(S(=O)(=O)N2CCN(C)CC2)c1	9	0	2	-6	11	2	-3	-1.2	-2
COc1ccc2cc(C(=O)NCCO)sc(=O)c2c1OC	-2	-1	1	-14	0	-3	-2	-0.8	1
O=C(Nc1ccccc1)OC1C2CCC1C(N1CCCCC1)CC2 (stereo not given)	-1	0	11	-24	-3	1	-6	6.6	-5
COc1cc(NS(=O)(=O)c2ccc(N/C=C\C(=O)c3ccc(C)cc3)cc2)nc(OC)n1	-3	1	0	18	0	0	-3	-2.9	1
CCOC(=O)CSc1ccc(S(=O)(=O)N(CC)CC)cc1[N+](=O)[O-]	-5	-2	2	10	-10	-10	-2	-0.2	0
Cc1[nH]c(=S)c(C#N)c(C)c1CCC#N	-11	1	1	24	16	-13	-4	4.1	11
Cc1cc(OCC(=O)NCC(c2cccs2)N2CCOCC2)ccc1C(C)C (stereo not given)	-11	0	7	8	-5	6	3	-0.2	-2
COCCCNC(=O)c1ccc(-c2c(C)noc2C)c2ccoc12	10	/	0	/	-2	8	-1	/	-1
COc1cc(OC)cc(-c2c(Sc3ccccc3)c3cc(-c4ccc(SC)cc4)ccc3n2C)c1	-9	/	1	/	3	-2	0	/	7
CCCCSc1nc(C)cc(NC(=S)Nc2ccc(OC)cc2)n1	-11	-2	0	6	-2	3	3	-0.6	4
COC(=O)c1cc(Cc2ccc(N)c(C(=O)OC)c2)ccc1N	8	-2	0	1	-7	16	-2	-2.0	-1
COc1ccc(CCNC(=O)CSc2ncnc3c2oc2ccccc23)cc1OC	-2	-4	2	-37	0	3	2	7.9	4
O=C1NC[C@@H](CCCCN2C[C@H](Cc3ccc(O)cc3)N(CCc3ccc(O)cc3)C(=O)C2=O)N(CC2CCCCC2)C1=O	-3	/	6	/	4	-6	1	/	1
CC(C)Cc1nc(SCC(=O)N2CCOCC2)c2c(=O)n(C)c(=O)n(C)c2n1	6	1	1	-7	-3	-1	-3	-1.3	-3

An excerpt from above, limited to CHRM4 agonist.
smiles | CHRM4 agonist
COc1cc(NS(=O)(=O)c2ccc(N/C=C\C(=O)c3ccc(C)cc3)cc2)nc(OC)n1 | 0
COc1cc(OC)cc(-c2c(Sc3ccccc3)c3cc(-c4ccc(SC)cc4)ccc3n2C)c1 | 1
CCOC(=O)CSc1ccc(S(=O)(=O)N(CC)CC)cc1[N+](=O)[O-] | 2

More structures follow:
SMILES	CHRM4 antagonist	IDE inh	CHRM4 agonist	CRFR2-BP antag	CHRM5 PAM	CHRM5 antagonist	CHRM5 agonist	CRFBP-R2 agonist	CHRM4 PAM
COc1ccc(N2CCN(Cc3nc(N)nc(Nc4ccccc4OC)n3)CC2)cc1	27*	0	-1	10	-7	-2	0	0.5	10
CSCCC(NC(=O)c1ccc(Cl)cc1Cl)C(=O)NNC(=O)c1ccncc1 (stereo not given)	-7	-3	0	0	-7	5	2	-1.3	0
CC(=O)NC1CC2CCCC(C1)N2CC(=O)NCc1ccc(F)cc1 (stereo not given)	-3	3	0	1	6	-2	2	1.0	18
Cc1ccc(NC(=O)CCCn2c(=S)[nH]c3ccsc3c2=O)cc1C	0	-2	2	16	-1	8	-7	-1.8	3
O=C(CSc1nnc(CNc2ccc(F)cc2)n1Cc1ccco1)NC1CC1	-22	-4	1	-1	8	-10	-2	-0.1	9
O=C(O)c1ccccc1Nc1cccc(OCc2ccc3ccccc3n2)c1	-10	0	-2	20	3	0	-2	0.4	12
CN1CCN(CCC(=O)N/N=C/C=C2\N(C)c3ccccc3C2(C)C)CC1	7	7	1	-31	6	-5	0	3.1	3
CC(C)C[C@H](NC(=O)c1nc[nH]c1C(=O)NC(c1ccccc1)c1ccccc1)C(=O)OC(C)(C)C	18	-6	2	23	-25	14	-1	2.5	-1
CCC(CO)Oc1cc(NCc2ccc(C(F)(F)F)cc2)c2ncn(C(C)C)c2c1 (stereo not given)	9	-4	4	-3	4	7	4	0.2	10
COc1cc(C(=O)N=C2SC3CS(=O)(=O)CC3N2c2ccccc2)cc(OC)c1OC (stereo not given)	-4	-3	1	3	7	0	-2	-1.3	0
Cn1nc(C(=O)N2CCC(C(N)=O)CC2)c2c1-c1ccccc1SC2	-7	2	1	4	-7	4	1	3.4	0
COc1ccc(S(=O)(=O)Cc2ccc(C(=O)NC(C)C)o2)cc1	-1	0	0	22	-2	5	2	-2.5	-2
O=C(N/N=C/c1cc(Br)c(O)c([N+](=O)[O-])c1)C(O)(c1ccccc1)c1ccccc1	-5	9	0	5	5	-7	-2	-0.9	-4
COc1ccc(CC(=O)N(CC2CCCO2)c2nc3ccccc3s2)cc1 (stereo not given)	-1	-3	0	-1	-6	3	-1	0.2	-10
CCOC(=O)c1cnn2c1[nH]c(=O)c1ccccc12	9	-1	1	-2	1	0	-5	-1.4	9
COC(=O)Nc1ccc2c(c1)Nc1ccccc1CC2	-2	0	-1	-1	5	-3	-8	-0.9	-2
CC(C)=N/N=C1/NC(=O)C(Cc2ccccc2)S1 (stereo not given)	-8	-3	0	2	2	3	2	-0.4	7
Cc1nnc(NC(=O)CSc2nnc(Cc3cccn3C)n2C)s1	-3	-4	1	-14	-4	9	0	3.6	3
Cc1ccccc1C(=O)NNC(=O)/C=C/c1ccccc1	4	5	0	11	3	-3	0	1.3	-5
O=C(CSc1nnc(Cc2cc(=O)[nH]c(=O)[nH]2)n1-c1ccc(Cl)cc1)NC1CCCC1	4	2	2	-2	-4	5	1	0.8	4
CCc1ccc(NC(=O)CSCc2ccc(C(=O)O)cc2)cc1	-5	-4	2	2	15	-7	1	0.0	13
Oc1ccccc1C(=S)N1CCN(C(=S)c2ccccc2O)CC1	-12	4	2	3	-3	3	-5	4.9	1
Cc1onc(-c2ccccc2)c1C(=O)N(Cc1ccccn1)Cc1ccccn1	1	10	2	8	-6	7	-1	-1.3	-11
CCOC(=O)c1cc(C(C)C)sc1NC(=O)COC(=O)c1nccnc1N	-1	3	-2	14	-5	14	0	-4.2	17
Cc1c(NC(=O)CN2CCN(c3ccc(F)cc3)CC2)c(=O)n(-c2ccccc2)n1C	-20	-1	2	5	1	-9	-3	-0.7	7
COc1ccc(S(=O)(=O)N2CCCCC2)cc1NC(=O)C1CC(=O)N(Cc2ccco2)C1 (stereo not given)	-11	-3	3	-1	-8	0	2	1.1	5
C/C(=N/NS(=O)(=O)c1ccc(Br)cc1)c1c[nH]c2ccccc12	3	-2	3	-4	2	-5	-2	-0.3	1
Cc1cc(C)c2ccc(Cl)cc2n1	2	4	0	-5	10	-9	-2	-1.9	16
O=C(c1ccoc1)N1CCN(c2cc(-c3ccccc3)nc3cc(-c4ccccc4)nn23)CC1	-15	/	4	0	-5	4	1	-0.9	-2
CCC1=C(OC(=O)N(CC)CC)N2C(=O)OC(=NCc3ccccc3)[C@]2(C)[C@H]2C1=CC[C@H]1C(=O)NC(=O)[C@H]12	-13	0	3	-1	8	-4	2	6.2	10
Oc1ccc(Nc2nc(-c3ccccc3O)nc3ccccc23)cc1	-3	/	6	-3	-5	10	2	1.3	-2
CSc1ncccc1C(=O)OCC(=O)Nc1ccc(Cl)cn1	-5	1	1	3	3	-1	-4	-5.0	-4
COc1ccc(CCn2cnc3c([nH]c4ccccc43)c2=O)cc1	-8	3	10	5	-7	1	4	-2.8	-7
Cc1ccccc1NC(=O)C1CCCN(S(=O)(=O)c2ccc(-n3cnnn3)cc2)C1 (stereo not given)	-10	-8	1	18	1	1	-1	-0.3	-5
CCOc1ccccc1/C=N/NC(=O)CNC(=O)c1cccs1	-10	5	2	-3	4	2	1	0.0	9
Nc1c(-c2cccs2)cnn1-c1nc(-c2ccc(Cl)cc2Cl)cs1	-3	-4	0	-9	-14	6	2	-1.4	8
COc1cccc(NC(=O)CN2C(=O)NC3(CCCC3)C2=O)c1	-4	-2	1	-7	-5	11	-2	-0.4	4
CC(=O)c1cccc(NC2c3ccccc3C(=O)N2Cc2ccco2)c1 (stereo not given)	-8	-1	9	1	5	-2	2	-0.8	-9
Cc1cc(Cl)ccc1OC(C)C(=O)Nc1ccc(C(=O)Nc2ccccc2C(=O)O)cc1 (stereo not given)	-11	6	-2	15	17	-11	2	-0.8	23*
O=S(=O)(c1ccc2c(c1)CCN2)N1CCOCC1	0	4	2	1	1	2	2	-0.4	9
CCOc1cccc(CNCCNC(=O)c2nonc2N)c1	-5	0	3	-4	2	3	0	2.8	3
CN(C(=O)Cc1c(C(=O)O)n(C)c2ccccc12)c1ccc(Cl)cc1	2	0	0	32	0	6	-5	-1.1	-3
O=C(COc1cccc2cccnc12)Nc1cccc(S(=O)(=O)N2CCCC2)c1	-3	-3	18	-2	-30	6	0	-0.4	-4
O=C(O)CNC(=O)c1ccc(NC(=O)/C(=C/c2cccc([N+](=O)[O-])c2)NC(=O)c2ccco2)cc1	6	1	0	-9	3	11	-3	0.4	3
Cc1ccc2c(c1)N(C(=O)CCC(=O)N1CCc3ccccc3C1)CCO2	-4	8	1	-10	-14	4	-4	-3.1	-6
COc1cc(C(=O)Nc2ccc3c(c2)nc(C)n3C)cc(OC)c1OC	3	0	0	-6	8	4	1	0.3	1
COc1ccc(-c2nnc(NC(=O)CS(=O)(=O)c3ccc(F)cc3)o2)cc1	7	-5	1	0	4	3	-1	0.1	-4
Cc1ccc(N2CCN(c3ccc(NCc4nc5ccccc5n4C)cc3)CC2)cc1	1	9	3	2	-4	12	-1	2.5	-3
Cc1csc(SC(C)C(=O)Nc2ccccc2C)n1 (stereo not given)	-7	-2	0	-1	9	-9	-1	0.2	8
